# NPC1 prom act – activators of NPC1 promoter; Huh7 NPC1 promoter luciferase reporter, 24 h; Potency, µM (series often up to 9.22 µM), for inactives: at the top dose activation, most hits filed as activators; 2.4% of 320,000 active; AID 485313;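 further: potency means the concentration at half of the fitted maximal effect; % of control where 0% means no effect; nearly all actives have a fitted effect of over 60% in size; reporter is driven by a mutant NPC1 promoter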
#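 Compounds in DMSO were transferred onto Huh7 NPC1-luciferase reporter cells pre-incubated 2 h; after 24 h at 37 °C, Amplite reagent was dispensed and luminescence recorded 10 min later.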
# FLuc counter – inhibits or activates purified firefly luciferase, miR-21 counter-screen. purified FLuc, Km substrates, luminescence inhibition. Potency, µM (titrated, usually from 57.5 µM), without a hit: at the top dose activity change, negative = inhibition, actives largely listed as inhibitors. 6.9% of 360,000 active. P08659;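 further: potency means the concentration at half of the fitted maximal effect; plate controls were vehicle for no effect and reference inhibitor for full effect; nearly all actives have a fitted effect of over 55% in size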
# Target sequence (P08659 whole entry, looked up): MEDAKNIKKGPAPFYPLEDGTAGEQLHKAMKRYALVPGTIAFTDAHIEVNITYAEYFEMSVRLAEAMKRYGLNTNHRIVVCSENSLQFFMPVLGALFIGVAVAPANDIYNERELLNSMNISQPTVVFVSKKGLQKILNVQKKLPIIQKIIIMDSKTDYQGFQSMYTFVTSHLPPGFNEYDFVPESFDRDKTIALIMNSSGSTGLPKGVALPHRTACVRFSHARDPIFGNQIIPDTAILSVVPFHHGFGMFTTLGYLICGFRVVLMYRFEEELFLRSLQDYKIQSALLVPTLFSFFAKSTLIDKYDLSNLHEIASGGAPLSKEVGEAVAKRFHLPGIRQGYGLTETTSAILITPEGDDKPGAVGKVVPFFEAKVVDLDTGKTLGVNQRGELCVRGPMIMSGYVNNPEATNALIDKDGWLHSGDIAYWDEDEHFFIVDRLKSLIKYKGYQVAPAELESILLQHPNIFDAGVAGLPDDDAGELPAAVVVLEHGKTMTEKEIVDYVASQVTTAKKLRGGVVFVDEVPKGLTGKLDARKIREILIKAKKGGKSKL
#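 Purified P. pyralis luciferase (10nM final) with 10uM D-luciferin and 10uM ATP (Km levels) in 50mM Tris acetate pH 7.5, 10mM Mg acetate, 0.01% Tween-20, 0.05% BSA; qHTS 6-point titration, ~60 µM downward; luminescence read.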
# TRPV1 agonist – human TRPV1 agonism; Q8NER1; TRPV1-expressing cells, Fluo-8 calcium influx, agonist mode; activation, % at 8.33 µM; 0.19% of 320,000 active; AID 540275; in the data active means activation above about 80%; inconclusive means between about 30% and that limit; further: 0% is about no effect
#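 TRPV1-expressing cells were cultured overnight at 35.5C and loaded with Fluo-8 calcium dye for 40 to 90 min at room temperature. After a 10 s baseline, compound was added and calcium influx was read kinetically for 3 min (ex 480/em 520 nm).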
# ELG1 DNA repair – blocks ELG1-dependent DNA repair in HEK293T cells | Potency, µM (doses to about 46.1 µM), without a hit: top-dose activity change, negative = inhibition, hits mostly inhibitors | 2.3% of 330,000 active | HEK293T ELG1-luciferase reporter, luminescence, 16 h; DNA damage induced by 5-fluorouridine; further: potency means the concentration at half of the fitted maximal effect; on the % scale 0 is the no-effect control and ±100 the full control effect; nearly all actives have a fitted effect of over 55% in size
#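 DMSO vehicle served as the neutral condition. Each well held 2,000 cells given 5-fluorouridine plus compound; after 16 hr at 37 °C/5% CO2, ONE-Glo was added and luciferase measured 30 min later.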
# Gal4-VP16 FLuc – inhibits Gal4-VP16 luciferase reporter, ROR gamma counter-screen | Drosophila S2 Gal4-VP16 UAS-luciferase, luminescence, 20 h | Potency, µM (highest dose often 53.6 µM), without a hit: at the highest dose activity, negative = inhibition, most hits filed as inhibitors | 3.5% of 310,000 active | AID 2546;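 further: Gal4-VP16 expression switched on by copper sulfate through the metallothionein promoter; potency means the concentration at half of the fitted maximal effect; on the % scale 0 is the no-effect control and ±100 the full control effect; nearly all actives have a fitted effect of over 50% in size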
# Tb PFK block – T. brucei PFK enzyme inhibition; T. brucei PFK, ADP-Glo luminescence; O15648; 0.17% of 330,000 active; Potency, µM (top dose mostly 57.5 µM), inactives show at the highest dose activity, negative = inhibition, actives largely listed as inhibitors; AID 485367;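 further: potency means the concentration at half of the fitted maximal effect; 0% = uninhibited 1x PFK enzyme wells and -100% = no-enzyme wells; nearly all actives have a fitted effect of over 60% in size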
# Target sequence (O15648 whole entry, looked up): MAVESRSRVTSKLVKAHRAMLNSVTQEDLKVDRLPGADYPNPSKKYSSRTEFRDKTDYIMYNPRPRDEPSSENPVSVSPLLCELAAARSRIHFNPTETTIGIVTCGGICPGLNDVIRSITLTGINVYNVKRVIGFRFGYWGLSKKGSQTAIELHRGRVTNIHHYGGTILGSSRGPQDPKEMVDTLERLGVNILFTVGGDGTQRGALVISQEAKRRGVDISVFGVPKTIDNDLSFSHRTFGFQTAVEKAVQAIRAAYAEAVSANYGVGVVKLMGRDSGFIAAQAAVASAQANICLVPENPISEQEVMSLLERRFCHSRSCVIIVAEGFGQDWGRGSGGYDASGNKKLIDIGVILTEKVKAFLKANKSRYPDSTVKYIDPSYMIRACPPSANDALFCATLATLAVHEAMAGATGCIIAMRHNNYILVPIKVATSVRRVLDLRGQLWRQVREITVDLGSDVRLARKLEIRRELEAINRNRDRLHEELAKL
#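 ADP-Glo luminescence quantified ADP after 45 min at room temperature, with 1.25 nM T. brucei PFK, 0.1 mM ATP and 0.5 mM fructose-6-phosphate in pH 8.0 TEA buffer. qHTS titrations up to 57 µM; curves classified by quality.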
# RORg inh – blocks mouse ROR gamma transcriptional activity; P51450; Drosophila S2 Gal4-RORgamma UAS-luciferase reporter, 20 h; Potency, µM (titrated, usually from 53.6 µM), for inactives: at the top dose activity change, negative = inhibition, actives largely listed as inhibitors; 5.4% of 310,000 active; further: potency means the concentration at half of the fitted maximal effect; on the % scale 0 is the no-effect control and ±100 the full control effect; nearly all actives have a fitted effect of over 60% in size
#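 Using a luciferase readout, inhibitors were identified by reduced reporter activity in Drosophila cells coexpressing a copper-inducible Gal4–ROR gamma fusion and UAS-driven Photinus luciferase, incubated 20 hr after 700 uM copper sulfate.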
# Rab9 promoter act – activators of Rab9 promoter. Huh7 Rab9 promoter-luciferase reporter, luminescence, 24 h. Potency, µM (titrated, usually from 9.22 µM), for inactives: at the top dose activation, negative = inhibition, usual class: activators. 2.8% of 320,000 active. AID 485297; further: potency means the concentration at half of the fitted maximal effect; % of control where 0% means no effect; nearly all actives have a fitted effect of over 60% in size
#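 Using Huh7 cells stably transfected with Rab9 promoter–luciferase, compounds were incubated 24 h at 37 °C, 5% CO2; luciferase luminescence was read 10 min after reagent addition.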
# BRCA1 expr up – BRCA1 expression activation | MCF7-BRCA1-FFLuc reporter, luminescence, 48 h; response scale: scaled: vehicle 0%, 10 µM genistein 100% | Potency, µM (highest dose often 46.1 µM), for the others: at the highest dose activation, hits mostly activators | 1.1% of 380,000 active; further: potency means the concentration at half of the fitted maximal effect; nearly all actives have a fitted effect of over 80% in size; some results filed as inactive show a strong effect at the top dose
#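 Luminescence from a BRCA1-driven firefly luciferase in MCF7 cells was read after 48 h compound exposure at 37 C. Data normalized against DMSO and a 10microM genistein activation control, then curve-fitted across the titration.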
# ELG1 genotox – genotoxicity induction in ELG1-luciferase HEK293T cells; HEK293T ELG1-luciferase reporter, luminescence, 16 h; Potency, µM (top dose mostly 46 µM), for the others: at the highest dose activity change, positive = activation, actives largely listed as activators; 1.3% of 330,000 active; AID 504466; further: potency means the concentration at half of the fitted maximal effect; % of control where 0% means no effect; nearly all actives have a fitted effect of over 60% in size
#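 Genotoxicity was scored as increased ELG1-luciferase reporter signal, measured by ONE-Glo luminescence (30 min, room temperature). Compound or vehicle exposure of the HEK293T reporter cells lasted 16 hr at 37°C.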
# p53 reactivation – mutant p53 re-activation in reporter cells. H1299 p53-A138V BP100-luciferase reporter, luminescence, 24 h. Potency, µM (top dose mostly 92.2 µM), for inactives: at the top dose activity change, positive = activation, most hits filed as activators. 0.063% of 320,000 active. AID 504706; further: potency means the concentration at half of the fitted maximal effect; % of control where 0% means no effect; nearly all actives have a fitted effect of over 45% in size
#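 H1299 (p53-null), stable ts p53-A138V + BP100-Luc; 1000 cells/well, Opti-MEM/10% FBS; cpd 4 pt, 1:5; 24 h, 37 deg C, 5% CO2; detection reagent 10 min RT; luminescence.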
# * = called active by the depositor; ? = inconclusive; / = not tested or not shown; & = joins results of further samples; [ ] = dose if it differs, or a comment. Unless noted, the call rests on the fitted dose curve; in most records, active means well fitted curve in the direction sought with a large enough effect; inconclusive means small, poorly fitted or top-dose-only effect, or another doubt; inactive means no such curve, though single readings can be large; an effect the other way counts as inactive or inconclusive.
SMILES,NPC1 prom act,FLuc counter,TRPV1 agonist,ELG1 DNA repair,Gal4-VP16 FLuc,Tb PFK block,RORg inh,Rab9 promoter act,BRCA1 expr up,ELG1 genotox,p53 reactivation
CP(C)(=O)CCP(=O)(c1ccccc1)c1ccccc1,-3%,-1%,3,-2%,-8%,4%,-27%,1%,14%,3%,-2%
Cc1ccc(S(=O)(=O)/N=C(\CN2CCCCC2)N2CCOCC2)cc1,-3%,6%,6,0%,2%,-1%,-12%,-6%,-5%,0%,-3%
COc1cc2nc(CN3C(=O)c4ccccc4C3=O)oc(=O)c2cc1OC,-5%,5%,-1,4%,12%,4%,-7%,-1%,-11%,2%,2%
Cc1ccc(C(=O)CSc2nccn2-c2ccccc2)cc1,14%,?,?,?,?,-5%,10µM*,15%,95%,7%,8%
CCOC(=O)c1c(NC(=O)C2CCCO2)sc(C)c1C (stereo not given),-4%,-8%,19,-5%,-9%,-6%,1%,-4%,0%,-13%,-2%
CCN(CCNC(=O)c1ccc(C#N)cc1)c1cccc(C)c1,-3%,-8%,91*,-3%,11%,0%,2%,1%,-16%,-7%,-3%
CCc1ccc(-n2nnnc2SCC(=O)Nc2ccc(NC(C)=O)cc2)cc1,-2%,-5%,-4,?,5%,0%,?,0%,-4%,4%,?
CCCC(=O)Nc1ccc(C2C(=O)c3ccccc3C2=O)cc1,1.6µM*,1.1µM*,-1,?,11µM*,-1%,11µM*,3.5µM*,-7%,20%,-1%
CCS(=O)(=O)N1CCCC(C(=O)NCCc2ccc(OC)c(OC)c2)C1 (stereo not given),1%,1%,4,0%,1%,8%,23%,-8%,-22%,1%,4%
CC(C)=C1C2CCC1C1C(=O)N(c3ccc(C)c(C)c3)C(=O)C21 (stereo not given),-4%,-1%,19,-9%,-22%,3%,1%,-3%,-9%,-3%,1%
C[C@H](NC(=O)[C@@H]1Cc2ccccc2CN1C(=O)OC(C)(C)C)C(=O)NCc1ccco1,-6%,-2%,2,?,-3%,-12%,0%,5%,-33%,1%,-2%
COc1ccc(C(CC(=O)O)NC(=O)c2sc3ccccc3c2Cl)cc1 (stereo not given),-1%,-6%,-1,?,-15%,0%,2%,0%,0%,-4%,-4%

# Shown with tabs: seven of the compounds above
canonical_smiles	NPC1 prom act	FLuc counter	TRPV1 agonist	ELG1 DNA repair	Gal4-VP16 FLuc	Tb PFK block	RORg inh	Rab9 promoter act	BRCA1 expr up	ELG1 genotox	p53 reactivation
CP(C)(=O)CCP(=O)(c1ccccc1)c1ccccc1	-3%	-1%	3	-2%	-8%	4%	-27%	1%	14%	3%	-2%
Cc1ccc(S(=O)(=O)/N=C(\CN2CCCCC2)N2CCOCC2)cc1	-3%	6%	6	0%	2%	-1%	-12%	-6%	-5%	0%	-3%
COc1cc2nc(CN3C(=O)c4ccccc4C3=O)oc(=O)c2cc1OC	-5%	5%	-1	4%	12%	4%	-7%	-1%	-11%	2%	2%
Cc1ccc(C(=O)CSc2nccn2-c2ccccc2)cc1	14%	?	?	?	?	-5%	10µM*	15%	95%	7%	8%
CCOC(=O)c1c(NC(=O)C2CCCO2)sc(C)c1C (stereo not given)	-4%	-8%	19	-5%	-9%	-6%	1%	-4%	0%	-13%	-2%
CCN(CCNC(=O)c1ccc(C#N)cc1)c1cccc(C)c1	-3%	-8%	91*	-3%	11%	0%	2%	1%	-16%	-7%	-3%
CCc1ccc(-n2nnnc2SCC(=O)Nc2ccc(NC(C)=O)cc2)cc1	-2%	-5%	-4	?	5%	0%	?	0%	-4%	4%	?

# (further entries)
SMILES,NPC1 prom act,FLuc counter,TRPV1 agonist,ELG1 DNA repair,Gal4-VP16 FLuc,Tb PFK block,RORg inh,Rab9 promoter act,BRCA1 expr up,ELG1 genotox,p53 reactivation
Cc1cccc(-c2nnc3n2N=C(c2ccccc2)CS3)c1,-5%,0%,?,2%,-1%,-6%,-16%,1%,-69%,0%,-9%
FC(F)(F)c1ccccc1N/N=C/c1cccnc1,7%,?,?,?,23%,-2%,?,19%,28%,17%,5%
NS(=O)(=O)c1ccc(NC(=S)NC(=O)c2ccc(-c3ccccc3)cc2)cc1,-6%,0%,-5,?,6%,0%,29%,0%,-61%,16%,-15%
COc1ccc(C2/C=C\CN(C(=O)c3ccccc3)CC(=O)N2Cc2ccc(F)cc2)cc1 (stereo not given),-8%,-1%,6,7%,0%&2%,-3%,24%&6%,-5%,6%,0%,-2%
O=C1Nc2ccccc2C1=Nc1cccc([N+](=O)[O-])c1,11%,-2%,0,-3%,13%,?,0%,12%,-32%,3%,18%
COc1ccc(CCNC(=O)CSc2nc3ccccc3o2)cc1OC,2%,-1%,-1,10%,6%,2%,4%,4%,-5%,1%,-1%
COc1ccc(OC)c(NC(=O)CSc2nnc(-c3ccco3)n2-c2ccc(C(=O)O)cc2)c1,1%,-8%,-4,1%,-17%,3%,-3%,-6%,5%,3%,10%
CCOc1ccc(NC(=S)N2CCC(NC(=O)c3ccccc3C)CC2)cc1,1%,2%,-1,-16%,-23%,1%,9%,-2%,2%,-6%,-7%
Cc1[nH]c(=S)[nH]c(=O)c1Cc1ccccc1,0%,-1%,1,0%,-4%,-4%,-10%,-1%,10%,-5%,5%
CSCCCc1cn([C@@H](CO)C(=O)NCCCCCCCCCCC(=O)N2CCNCC2)nn1,-3%,-3%,-2,14%,/,0%,/,-3%,2%,0%,8%
O=C(Cn1cnc([N+](=O)[O-])n1)N/N=C/c1ccc2ccccc2c1,-4%,-5%,8,11%,-11%,-17%,7%,-4%,-11%,0%,-11%
Cn1c(=O)c2c(ncn2CC(=O)OCC(=O)Nc2ccc(F)cc2F)n(C)c1=O,-5%,/,-2,11%,/,0%,/,0%,-28%,4%,1%
CCOc1ccc(OCC)c(NC(=O)CSc2nnc(-c3cccnc3)o2)c1,-5%,5%[2.3 µM],2,-3%,14%,-4%,0%,-4%,-4%,0%,-2%
O=C(Nc1ccc2oc(Cc3ccc(Cl)cc3)nc2c1)c1cccnc1,-1%,1%,6,?,2%[0.365 µM],-21%,-45%,-8%,-78%,-11%,-7%
COc1cc(C(C[N+](=O)[O-])c2c(N)n(C)c(=O)n(C)c2=O)ccc1O (stereo not given),-7%,5%,1,-4%,-86%,29%,14µM*,0%,-58%,?,-9%
COc1ccccc1Oc1c(C)oc2c(CN3CCOCC3)c(O)ccc2c1=O,4%,6%,1,0%,?,0%,2%,1%,-18%,0%,-2%
CCOC(=O)c1ccc(-n2c(O)c(/C=N/NC(=O)C3COc4ccccc4O3)c3ccccc3c2=O)cc1 (stereo not given),-2%,2%,6,-13%,2.8µM*,0%,2.5µM*,-3%,-61%,-5%,6%
COCCNc1nc(-c2cc(C)c(C)cc2C)cs1,8%,?,20,?,?,2%,?,?,52%,12%,10%
CN(C)S(=O)(=O)c1cccc(NC(=O)c2cc(=O)[nH]c3ccccc23)c1,-2%,-2%,3,-7%,-8%,1%,22%,-5%,-10%,-2%,5%
CCOc1ccc(C2=Nc3ccc(Br)cc3C(c3ccc(N4CCOCC4)cc3)=NN2)cc1,?,24µM*,-3,?,-18%,-2%,20%,?,?,?,?
CN(C)Cc1cc(C(C)(C)C)c(O)c(C(C)(C)C)c1,-3%,1%,5,-13%,-6%,-1%,-13%,-2%,1%,-2%,25%
CC(Oc1ccc2c(-c3ccccc3)cc(=O)oc2c1)C(=O)NC(Cc1c[nH]c2ccccc12)C(=O)O (stereo not given),/,/,/,2%,/,-2%,/,/,-4%,2%,-11%
O=C(O)Cc1ccc(NS(=O)(=O)c2ccc3ccccc3c2)cc1,-2%,2%,-2,1%,-6%,0%,0%,-1%,10%,3%,0%
CCCOC(=O)c1cc(NC(=O)/C=C/c2ccccc2)ccc1O,0%,15µM*,1,?,-13%,5%,14%,0%,/,-8%,8%
COc1ccc(CCC(=O)O)cc1OC,1%,0%,1,4%,-4%,1%,-17%,-2%,-1%,-3%,5%
COc1cc(OC)c(NC(=O)CCNS(=O)(=O)c2ccc3c(c2)oc(=O)n3C)cc1Cl,1%,-5%&3%,3,15%,-24%,0%,3%,-6%,9%,3%,8%
C=CC[n+]1c(-c2ccc(OC)cc2)csc1NNC(=O)Nc1ccccc1,-2%,?,2,0%,-19%,-5%,?,-17%,-37%,?,24%

# Compound activity deposited in PubChem by National Center for Advancing Translational Sciences (NCATS).
